Plk1 PBD FP: inhibitors of human Plk1 polo box domain binding. Plk1 PBD phosphopeptide binding, fluorescence polarization. actives 0.13% (n = 97,000). inhibition, %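 (tested at about 20 µM)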; in the data active = inhibition above about 34%, passing the limit was not always enough
Target sequence (P53350 whole entry, looked up, the tested form may be a part): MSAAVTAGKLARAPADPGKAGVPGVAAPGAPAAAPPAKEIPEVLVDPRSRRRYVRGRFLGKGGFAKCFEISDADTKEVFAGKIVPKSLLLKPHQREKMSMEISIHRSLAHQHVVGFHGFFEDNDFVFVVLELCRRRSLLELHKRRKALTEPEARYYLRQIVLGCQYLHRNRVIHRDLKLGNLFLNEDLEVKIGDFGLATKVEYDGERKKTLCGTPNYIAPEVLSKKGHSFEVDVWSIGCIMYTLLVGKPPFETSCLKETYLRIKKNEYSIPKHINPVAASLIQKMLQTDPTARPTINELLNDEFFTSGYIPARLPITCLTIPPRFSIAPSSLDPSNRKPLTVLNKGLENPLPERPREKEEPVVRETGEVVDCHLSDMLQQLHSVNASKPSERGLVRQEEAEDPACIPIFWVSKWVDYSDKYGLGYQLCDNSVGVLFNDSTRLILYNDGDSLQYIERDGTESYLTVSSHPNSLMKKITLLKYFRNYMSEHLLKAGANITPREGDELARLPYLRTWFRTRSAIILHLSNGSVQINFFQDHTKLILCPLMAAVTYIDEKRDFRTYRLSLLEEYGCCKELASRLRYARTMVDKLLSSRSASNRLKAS
E coli WT exp: growth inhibitors of E. coli BW25113 wild type; actives 0.15% (n = 98,000); growth inhibition, % at 100 µM; OD600 absorbance;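 active = growth inhibition above about 50% at one test dose, limit read from the data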;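 note: growth measured after 20 h incubation at 37 °C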
VCAM1 TNFa inh: reduces TNF alpha induced VCAM1 expression in HUVEC. inhibition, % at 2 µM. actives 0.48% (n = 95,000). AID 802. HUVEC TNFa-induced VCAM-1 immunofluorescence, high-content imaging;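 active = inhibition above the batch mean plus 3 SD, with images confirmed as a hit by eye, cut at about 37% in these data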;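 note: 0% = TNF-stimulated DMSO wells and 100% = unstimulated control wells; not every result past the cut was called active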
HUVEC tox TNFa: HUVEC cytotoxicity counter-screen, TNF alpha stimulated. HUVEC TNFalpha-stimulated, Hoechst cell count, imaging. cell count reduction, % at 2 µM. actives 0.17% (n = 93,000);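 active = cell count reduction exceeding the screen mean by over 5 SD, scaled to untreated wells per plate, cut at about 78% in these data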;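 note: cells counted after 24 h of TNF alpha exposure following the 1 h pretreatment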
PLK1 kinase inh: PLK1 (human) kinase inhibition | inhibition, % at 10 µM | actives 0.53% (n = 97,000) | AID 619 | recombinant PLK1 kinase, TR-FRET peptide phosphorylation | P53350;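 active = inhibition of 50% or more in the single-concentration screen; inactive = inhibition below 50%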;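 note: 0% = DMSO max control and 100% = H-89 dihydrochloride min control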
DAT uptake mod: human DAT dopamine uptake with cocaine, either direction; actives 1.3% (n = 110,000); LLC-PK1 hDAT cells, [14C]-dopamine uptake with cocaine IC80; actives deviate in either direction; AID 449768; B-score at 10 µM; Q01959;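 active = Z score or B-score, a plate-position-corrected score, falls beyond the plate's 99.7% confidence bounds, in either direction; inactive = both scores lie inside the 99.7% bounds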;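 note: scored against the spread of the other compound wells on the same plate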
HUVEC tox IL1B: HUVEC cytotoxicity counter-screen, IL-1B stimulated. cell count reduction, % at 2 µM. HUVEC cell count loss, Hoechst imaging. AID 845. actives 0.41% (n = 94,000);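 active = cell count reduction more than 3 SD above the screen-wide mean, cut at about 70% in these data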;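 note: normalized per plate to untreated control cells as the no-loss baseline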
cytoskel mod: cytoskeleton assembly modification. actives 0.18% (n = 91,000). inhibition, % at 2 µM. HUVEC TNFa F-actin phalloidin imaging, high content;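 active = inhibition above the batch mean plus 3 SD and confirmed as a hit by visual image inspection, cut at about 30% in these data, passing the limit was not always enough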; note: strong numbers were not always called active
sEH inhibitor: blocks human soluble epoxide hydrolase activity; P34913; recombinant human sEH enzymatic activity assay; inhibition, % at 2 µM; actives 0.34% (n = 91,000); AID 707; in the data active = inhibition above about 80%; note: values of inactives mirror those of a sister screen read the other way; many of its hits are not listed in these tables
* marks the source's active call; other numbers are inactive results; . = no result given. An excerpt. The share of hits here may be higher or lower than overall.

SMILES,Plk1 PBD FP,E coli WT exp,VCAM1 TNFa inh,HUVEC tox TNFa,PLK1 kinase inh,DAT uptake mod,HUVEC tox IL1B,cytoskel mod,sEH inhibitor
O=c1[nH]c(=O)n(Cc2ccc(F)cc2)c(O)c1C=NCCN1CCCCC1,-16,1,-3,-22,-7,-0.02,-3,-13,-9
CC1(C)CN=C(Nc2nc3ccccc3s2)S1,21,-5,26,2,-9,-0.52,-8,5,3
CCOC(=O)C1C2NC(=O)N(Cc3ccccc3)C1(C)Oc1c(OC)cccc12 (stereo not drawn),9,0,-8,-24,-10,1,-34,4,-16
O=C(CN1CC=C(c2ccccc2)CC1)NC(=O)NCc1ccco1,-2,6,-11,-29,-8,-0.089,-8,28,-7
CN1C(=O)N(C)C(=O)C2(Cc3ccccc3N3CCOCC32)C1=O (stereo not drawn),-19,1,66*,32,-9,-0.088,14,4,-1
O=[N+]([O-])c1ccc(N2CCNCC2)c2ncccc12,-23,11,5,-16,-1,.,-25,9,-4
CCC(=O)OC1(c2cccc(C)c2)CC(C)N(C)CC1C (stereo not drawn),-8,8,4,-16,-11,-0.85,3,-10,.
C=CCNC(=O)c1c(N)n(CCN2CCOCC2)c2nc3ccccc3nc12,-37,5,-4,-7,-8,0.93,17,0,-9
Fc1ccc2c(c1)nnn2C1CCN(Cc2nnnn2C2CCCCC2)CC1,8,-3,-3,13,-4,0.71,43,-55,-20
O=S(=O)(c1ccccc1)N1CN2CCN(C2)C1,13,3,-7,-19,-3,-0.77,9,-22,-4
CCC(C)N=Cc1c(O)n(-c2ccccc2)c(=O)[nH]c1=O (stereo not drawn),18,-1,0,-9,-12,0.037,-4,5,-4
CCOP(=O)(C(NC(=O)c1ccccc1Cl)=C(Cl)Cl)c1ccccc1 (stereo not drawn),-6,7,4,11,-8,0.7,-21,-6,-6
CCOP(=O)(OCC)C(O)c1ccc(OC)c(OC)c1 (stereo not drawn),-17,0,4,-19,-9,-0.23,-10,13,4
Cc1ccc(S(=O)(=O)N2CCCC(C(=O)N3CCC4(CC3)OCCO4)C2)cc1 (stereo not drawn),-9,-9,-14,-10,1,0.38,15,12,4
CCOC(=O)c1c(C)n(Cc2ccco2)c2c1cc(O)c1ccccc12,1,-5,-7,-26,-12,0.16,-10,16,-7
CCOc1ccc(Br)c(C2(O)CC(C)N(C)CC2C)c1 (stereo not drawn),0,4,7,2,-3,-0.31,-21,0,.
COc1cc(C2NCc3ccccc3-n3cccc32)ccc1O (stereo not drawn),-2,6,32,37,-9,-0.54,7,5,7
CN(CCc1ccccc1)Cc1ccccc1[N+](=O)[O-],-30,0,4,1,-12,.,11,-16,31
Clc1cccc(C2NCCc3[nH]cnc32)c1 (stereo not drawn),-6,-3,1,3,-16,-0.88,19,.,22
COc1ccccc1-n1c(O)c(C=NCCN2CCNCC2)c(=O)[nH]c1=O,8,-4,13,-12,-8,1.3,-9,3,9
Oc1ccc(CC2CC3CCN2CC3)cc1O (stereo not drawn),22,3,12,-31,5,0.71,-30,3,.
CC12CCCCC1=[N+]([O-])CN2O (stereo not drawn),-12,-7,-11,8,-17,-0.65,-98,6,3
CNCC1(c2ccccc2)CCCC1,-8,-5,2,-2,2,-7.4*,-15,-22,-3
CC(=O)c1cccc(NC2=NCC(C)S2)c1 (stereo not drawn),-10,13,1,-14,-14,0.0051,3,1,-8
Cc1cc(N2C(=O)C3CCCN3C2c2sccc2C)no1 (stereo not drawn),-18,0,21,-22,2,-0.16,-7,6,.
CNCCc1c(C)n[nH]c1C,11,-7,-4,4,-19,0.15,15,-23,-8
O=c1cccc2n1CC1CC2CN(C(c2cccc(F)c2)c2sc3ncnn3c2O)C1 (stereo not drawn),-1,6,14,-25,14,-0.29,-2,-1,4
CCOC(=O)C(O)(c1ccc(N)c(OC)c1)C(F)(F)F (stereo not drawn),15,1,10,-11,-5,.,-24,8,6
CC(=O)OC1N=C(c2ccccc2)c2cc(C)ccc2NC1=O (stereo not drawn),25,0,-2,-6,-12,-0.32,-21,-3,6
CCOC(=O)C(C)(CC)NC(=O)CSP(=S)(OCC)OCC (stereo not drawn),20,-6,4,10,2,-1.2,.,-3,-7
CCN1CCN(C(=O)Cc2coc3ccc4ccccc4c23)CC1,-22,-5,16,-1,-5,0.16,-14,.,-12
O=C1CSC2(CN3CCC2CC3)N1 (stereo not drawn),-27,-5,3,-16,-4,.,-1,12,-7
CN1CCN(c2ccc(C=O)cc2)CC1,-13,-3,5,7,-4,-0.79,9,.,-5
Cc1nc2cc(C(F)(F)F)ccc2n1C1CCN(Cc2nnnn2Cc2ccc3c(c2)OCO3)CC1,-15,2,-5,-4,-10,.,-3,29,0
CCCCn1c(O)c(C(CC)=NCc2ccc(F)cc2)c(=O)[nH]c1=O,-8,4,-7,-3,1,1.5,3,5,6
O=C(COC(=O)Cc1ccccc1)Nc1ncc(Cl)cc1Cl,8,7,2,-11,1,1,24,9,-7
CC(C(=O)N1CCC2(CC1)OCCO2)C1Sc2ccccc2NC1=O (stereo not drawn),34,3,-23,17,-20,-1.1,-22,-4,-9
COc1ccc(/C=C2\C(=N\O)C3CCN2CC3)cc1,3,.,-13,-31,-12,0.095,-27,8,-2
COc1ccccc1N1CCN(Cc2ccccc2Cl)CC1,6,10,-17,-10,-11,0.6,-5,.,7
O=c1c2ccccc2nc(-c2ccccc2)n1-n1cccc1,-4,-3,-20,-17,-7,0.2,4,10,-3
COc1ccc(C2NCc3ccccc3-n3cccc32)cc1 (stereo not drawn),-9,18,17,-15,-12,-0.28,4,-1,.
Cc1ccc(C)c(CN2CCC(n3nnc4cc(F)ccc43)CC2)c1,13,1,3,-15,-11,-0.42,5,-23,-3
Cc1ccc(-c2nc3ccccc3c(=O)n2-c2ncccc2C)cc1,-12,2,-2,12,-7,0.32,10,-2,-1
COc1ccc(S(=O)(=O)Cc2ccc(C(=O)N3CCC4(CC3)OCCO4)o2)cc1,23,-5,9,-26,-7,-1.3,-5,-6,8
CCOc1cc(-c2nc3c(C)cccn3c2NCC2CCCO2)ccc1O (stereo not drawn),-9,4,0,2,-2,1.1,7,-14,-13
Cc1cc(OC(=O)CCCNC(=O)OC(C)(C)C)c2c3c(c(=O)oc2c1)CCC3,-1,-1,1,-15,-1,-0.91,2,9,.
c1ccc(CNC2=NCCS2)cc1,15,2,18,-12,-4,0.32,0,3,-2
CCCCCCn1c(O)c(C=NCCCn2ccnc2)c(=O)[nH]c1=O,-34,-5,35,0,-12,-0.34,4,3,6
Clc1cccc(CN2CCCCC2c2cccnc2)c1 (stereo not drawn),-15,.,-15,3,-8,-0.3,8,-20,.
CCOP(=O)(OCC)C(C)(C)NC(=O)C(Cl)(Cl)Cl,-26,0,-1,-16,-4,0.0033,-2,2,.

Later entries.
SMILES,Plk1 PBD FP,E coli WT exp,VCAM1 TNFa inh,HUVEC tox TNFa,PLK1 kinase inh,DAT uptake mod,HUVEC tox IL1B,cytoskel mod,sEH inhibitor
O=C1NC(=O)N(c2ccccc2)C(=O)/C1=C/c1ccc(Sc2ccccc2)o1,-4,10,.,.,-18,-0.2,5,.,-3
CC(=O)Nc1ccccc1C(=O)OCc1ccc(C(=O)c2ccccc2)cc1,-17,-20,-4,-7,-12,0.12,-14,-5,-9
CC(C)=CCSc1nnc([C@@H](N)Cc2c[nH]c3ccccc23)o1,-7,4,4,-3,-2,1,1,-25,-1
Cc1ccc(CS(=O)(=O)Cc2ccc(C(=O)N3CCC4(CC3)OCCO4)o2)cc1,6,3,11,24,-10,0.29,-6,-32,-3
Clc1cccc(Cl)c1CN1CCN(c2ccccc2)CC1,-3,0,-11,-18,2,-0.00094,15,-11,0
CC(=O)N1CC(=O)Nc2ccc(Cl)cc2C1c1ccc(F)cc1 (stereo not drawn),19,.,17,4,-1,-0.043,-18,-5,.
COc1cc2c(C(=O)N3CCN(C)CC3)c(C)n(C)c2cc1Br,-14,0,31,12,1,0.17,12,-14,-2
O=c1[nH]c(=O)n(CCC2=CCCCC2)c(O)c1C=NC1CCN(Cc2ccccc2)CC1,-25,-3,-3,-11,-11,-0.17,10,7,38
CC(CO)(CO)N=Cc1c(O)n(-c2cccc3ccccc23)c(=O)[nH]c1=O,12,-3,1,-1,0,0.3,-20,-7,7
O=c1[nH]c(=O)n(-c2ccccc2Cl)c(O)c1C=NCCN1CCCCC1,-1,0,4,-7,-9,0.016,5,10,6
CCCC1C(C#N)=C(N)Oc2c1c(=O)oc1ccccc21 (stereo not drawn),-9,.,19,.,-12,0.74,-45,6,9
CCN1CCC(O)(c2ccccc2)C(C(=O)c2ccccc2)C1 (stereo not drawn),-10,.,0,-6,-4,-1.4,42,3,4
Cc1n[nH]c(C)c1CCN,-15,0,7,-15,0,0.67,-39,-9,2
O=C(C1CCCN(c2nnc(-n3cccc3)s2)C1)N1CCC2(CC1)OCCO2 (stereo not drawn),-4,-1,2,-3,-14,-1,-13,-10,0
CCOP(=O)(OCC)C(CC)N1CCOCC1 (stereo not drawn),-1,-6,-7,-19,-5,-0.96,2,34,-11
C(=NC12CN3CN(CN(C3)C1)C2)c1cccs1,-19,4,-1,-17,-4,-0.0032,-12,10,6
O=C(O)C(O)(c1ccccc1)C1CCCC1 (stereo not drawn),7,-2,24,-66,-6,-0.76,-27,8,.
COCCOC(=O)c1c(C)oc2ccc(OC(=O)N(C)C)cc12,6,2,14,-45,-17,-0.062,2,10,-5
COc1cc(-n2c(=S)[nH]c3ccccc3c2=O)c(Cl)cc1Cl,-2,3,-8,20,2,0.66,-17,-29,1
CC1CN=C(Nc2ccc(N(C)C)cc2)S1 (stereo not drawn),-5,16,-10,-14,0,-0.063,-14,3,.
O=C(c1cc2ccccc2oc1=O)N1CCC2(CC1)OCCO2,-19,2,7,5,-8,-1,-98,-6,3
Cc1ccc(C(=O)Nc2ccc(Cl)cc2C(=O)c2ccccc2)cc1,-15,.,-2,-8,-7,0.013,-36,3,3
CC(C)OC(=O)c1c(N)n(CC2CCCO2)c2nc3ccccc3nc12 (stereo not drawn),6,2,12,-14,-15,1.3,-24,-11,4

Assay outcomes from PubChem.
